# LAP4 TOR yeast: modulators of TOR pathway LAP4-GFP in S. cerevisiae. S. cerevisiae LAP4-GFP multiplex, flow cytometry GFP, 3 h; median GFP as percent of DMSO wells. GFP response vs DMSO, % at 10 µM. 320,000 tested, 0.34% active;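 active = GFP response vs DMSO above a set limit, about the screen mean plus 3 SD, cut at about 150% in these data; inconclusive = under 70 cell events counted for the yeast strain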
# VLA-4 inh: inhibition in a human VLA-4 binding assay. 330,000 tested, 0.2% active. inhibition, % (about 7 µM as worked out from the volumes in the protocol). P13612. AID 2557. VLA-4 expressing cells, ligand binding flow cytometry; in the data active = inhibition above about 50%
# MEP2 TOR yeast: modulators of TOR pathway MEP2-GFP in S. cerevisiae; S. cerevisiae MEP2-GFP strain, flow cytometry GFP, 3 h; 100% = DMSO control level; GFP response vs DMSO, % at 10 µM; 330,000 tested, 0.51% active; AID 2016;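 active = GFP response versus DMSO above a set limit, roughly screen mean plus 3 SD, cut at about 180% in these data; inconclusive = fewer than 70 cells counted for a yeast strain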;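 also: median GFP fluorescence of the barcode-gated MEP2-GFP cells per well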
# GRK2 aptamer HTS: inhibitors of human GRK2 displacing RNA aptamer; P25098; bead flow cytometry, FAM-aptamer displacement from GRK2; AID 488847; inhibition of aptamer binding, % at 10 µM; 330,000 tested, 0.59% active;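 active = inhibition of aptamer binding above 40%, roughly 3 SD of noise, on plates passing a quality check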;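 also: median bead fluorescence of bound FAM aptamer so fluorescent compounds give negative values; no value below 0 was filed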
# CIT2-GFP yeast: modulators of TOR pathway CIT2-GFP in S. cerevisiae; S. cerevisiae CIT2-GFP strain, flow cytometry, 3 h; 100 means same as DMSO wells; GFP response vs DMSO, % at 10 µM; 320,000 tested, 0.065% active; AID 2029;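 active = GFP response relative to DMSO above a set limit, near the screen mean plus 3 SD, cut at about 150% in these data; inconclusive = Fewer than 70 cells measured for a yeast strain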;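 also: ratio of well median GFP fluorescence to mean of DMSO wells on the plate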
# RPL19A TOR yeast: modulators of TOR pathway RPL19A-GFP in S. cerevisiae; S. cerevisiae RPL19A-GFP strain, flow cytometry, 3 h; active compounds read low; percent response vs DMSO, % at 10 µM; 330,000 tested, 0.3% active; AID 2025;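 active = percent response vs DMSO below 50%; inconclusive = fewer than 70 events counted for the yeast strain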;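 also: median channel GFP fluorescence of the barcoded RPL19A-GFP strain; ratio of sample median GFP to plate DMSO average so 100% = DMSO; lower means less RPL19A-GFP as with rapamycin TOR inhibition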
# AGP1-GFP MLPCN: alters AGP1-GFP fluorescence in TOR pathway yeast screen | S. cerevisiae AGP1-GFP multiplex flow cytometry, 3 h; GFP as percent of DMSO wells | GFP response vs DMSO, % at 10 µM | AID 2066 | 320,000 tested, 0.02% active;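 active = GFP response relative to DMSO above a set limit, near screen average plus 3 SD, cut at about 150% in these data; inconclusive = fewer than 70 cells counted for the yeast strain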;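 also: median GFP channel fluorescence of the gated AGP1 strain per well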
# JMJD2C inh: blocks human GASC-1 demethylase activity. AID 2099. inhibition, % at 2.35 µM. 330,000 tested, 0.069% active. GST-JMJD2C(1-420) H3K9me3 demethylation, DELFIA europium;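 active = more than half of a compound's replicate wells show inhibition beyond 50%, single wells judged on their own value; inconclusive = some, but no more than half, of replicates pass 50% inhibition; inactive = no replicate passes 50% inhibition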;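 also: signal counts dimethyl H3K9 product captured on neutravidin plate; 0% = median of DMSO wells and 100% = 0.3 times that DMSO median; strong numbers were not always called active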
# Target sequence (Q9H3R0 1-420 limits assumed): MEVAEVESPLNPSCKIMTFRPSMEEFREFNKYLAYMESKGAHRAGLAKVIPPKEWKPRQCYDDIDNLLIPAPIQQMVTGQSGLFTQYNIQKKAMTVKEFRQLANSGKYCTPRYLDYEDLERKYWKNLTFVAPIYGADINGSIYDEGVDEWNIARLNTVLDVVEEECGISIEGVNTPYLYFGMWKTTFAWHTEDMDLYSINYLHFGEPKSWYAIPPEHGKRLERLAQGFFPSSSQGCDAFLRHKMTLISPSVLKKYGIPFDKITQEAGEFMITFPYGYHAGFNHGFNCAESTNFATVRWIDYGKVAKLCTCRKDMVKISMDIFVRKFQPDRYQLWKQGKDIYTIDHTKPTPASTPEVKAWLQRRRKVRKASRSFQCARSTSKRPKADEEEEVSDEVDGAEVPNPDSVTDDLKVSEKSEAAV
# Starred values were filed as active, the others as inactive; ? = inconclusive; / = no result given; & = joins results of further samples.
Structure,JMJD2C inh,AGP1-GFP MLPCN,VLA-4 inh,GRK2 aptamer HTS,LAP4 TOR yeast,MEP2 TOR yeast,CIT2-GFP yeast,RPL19A TOR yeast
CCCCN(C(=O)c1cc(S(=O)(=O)N2CCOCC2)ccc1Cl)c1c(N)n(CC(C)C)c(=O)[nH]c1=O,7,109,-91,0,110,105,96,100
CC(=O)c1cccc(OCc2cc(C(=O)N3CCSCC3)no2)c1,6,79,-5,4,71,75,85,89
COc1ccc(CCNC(=O)C2CCCN(S(=O)(=O)N3CC(C)CC(C)C3)C2)cc1OC (stereo unspecified),9,70,12,4,106,110,115,106
Cn1c(SCC(=O)NC(c2ccccc2)c2ccccc2)nnc1-c1cccs1,0,108,2,1,101,104,92,106
O=S(=O)(NC1Cc2ccccc2C1)c1ccccc1,-4,92,-4,0,95,102,96,99
CCCCc1c(C)nc(N2CCCC2)[nH]c1=O,1,99,8,2,99,94,95,93
CCC(OCC(O)CN1CCCCC1)c1ccccc1 (stereo unspecified),-31,102,11,0,100,109,110,101
COc1cc(/C=C/C(=O)OCC(=O)N2CCCC2)ccc1OCC#N,-1,94,0,3,96,95,94,91
NC(=O)c1nsc(C(=O)N(c2ccccc2)C(C(=O)NCc2ccc(F)cc2)c2ccco2)c1N (stereo unspecified),-20,99,7,5,101,106,103,107
O=C(CSc1nnc(CNC(=O)c2ccco2)o1)Nc1ccc(Br)cc1,-1,97,1,3,96,97,100,98
CC1CCCCC1NC(=O)COC(=O)c1ccc2c(=O)n3c(nc2c1)CCC3 (stereo unspecified),4,100,3,0,99,100,98,98
Cc1ccc2nc(C3CCCN(C(=S)Nc4ccccc4C)C3)[nH]c2c1 (stereo unspecified),-1,92,-1,1,85,93,92,94
CCCCNc1c(-c2cccc(-c3ccc(OC)cc3)c2)nc2cc(C)ccn12,/,96,12,0,123,98,93,94
C/C(=N\NC(=O)c1cccc(S(=O)(=O)N2CCCC2)c1)c1ccc(C)cc1,-5,99,15,0,89,93,94,93
CCSc1nnc(-c2ccc(S(=O)(=O)N3CCOCC3)cc2)n1C,7,87,0,0,85,82,94,90
O=C(CNC(=O)c1ccc(F)cc1)c1ccccc1,16,100,-2,0,104,116,99,102
Cc1[nH]n(-c2cccc(Cl)c2)c(=O)c1/C=N/n1c(C)nc2ccccc2c1=O,-4,98,10,3,92,97,99,100
CC(=O)Nc1cccc(OCCCNC(=O)c2ccc(F)cc2)c1,4,101,-17,0,116,100,108,99
Cc1cc(Oc2cnn(C(C)(C)C)c(=O)c2Cl)cc(C(C)C)c1,-12,103,16,2,91,97,99,98
C/C=C/c1ccc(OCc2cc(=O)n3cc(C)ccc3n2)c(OC)c1,0,105,-1,0,132,115,84,82
Cc1cc(OCCOCCNC(C)C)cc(C)c1Cl,12,107,-7,0,99,103,112,101
COC(=O)[C@@H](NC(=O)N(C1CCCCC1)C1CCCCC1)C(C)C,-1,103,2,0,103,106,111,104
COc1ccccc1NS(=O)(=O)c1cc(NC(=O)/C=C/c2cccs2)ccc1N1CCOCC1,-7,101,21,0,103,100,104,105
C=CCN(CC=C)C(=O)Nc1cc(Cl)ccc1OC,1,94,8,1,106,106,105,97
CCCCC(=O)NNC(=S)NC(=O)CCC,29,95,8,4,/,94,99,97
O=C(CP(=O)(CO)CO)c1ccc(Cl)cc1,0,106,14,1,96,102,104,102
Cc1ccc(NC(=O)c2ccc3snnc3c2)cc1,-28,81,5,6,81,88,77,93
O=[N+]([O-])c1cc([N+](=O)[O-])c(Oc2cc(Cl)ccc2Cl)cc1NC1CCCCCCC1,2,84,15,0,90,91,80,100
COc1cc(CCCN2CCNC[C@H]2Cc2cccc3ccccc23)cc(OC)c1OC,-8,102,-6,0,103,102,97,96
COc1ccc(NC(=O)CN2CCC(C)CC2)cc1,-11,106,-4,4,107,106,107,100
CCCn1c(C2CC(=O)N(c3cc(OC)ccc3OC)C2)nc2ccccc21 (stereo unspecified),1,96,10,3,101,92,94,95
C/C(=N\Nc1ccccc1C(=O)O)c1ccncc1,2,98,1,0,104,107,95,105
COc1ccc(C(=O)OCCc2ccc(O)cc2)cc1,-3,88,34,2,145,97,100,101
Oc1ccc(/C=N/N2CCN(C3c4ccccc4-c4ccccc43)CC2)cc1O,-18,98,2,0,103,94,65,96
CCN(C(=O)COC(=O)c1ccc(Cl)cc1N)C1CCCCC1,-21,102,14,0,109,103,93,99
Cc1ccc(-c2csc(N=C(N)N)n2)c(C)c1,6,101,22,0,112,102,101,100
COc1ccc(OC)c(NC(=O)CSc2nnc(C)n2Cc2ccccc2)c1,6,108,14,1,107,107,102,101
COc1ccc(CN2CCCCCC2)c(C)c1C,-10,93,30,1,98,105,91,98
CC(C)NC(=O)NC(=O)COC(=O)c1ccccc1O,-1,?,-1,0,?,?,?,?
CCOc1ccc(OCCOc2cccc(C(F)(F)F)c2)cc1,?,97,22,2,100,96,95,96

# In the list so far, 2 have a thiophene ring, fused or not.
Structure,JMJD2C inh,AGP1-GFP MLPCN,VLA-4 inh,GRK2 aptamer HTS,LAP4 TOR yeast,MEP2 TOR yeast,CIT2-GFP yeast,RPL19A TOR yeast
Cn1c(SCC(=O)NC(c2ccccc2)c2ccccc2)nnc1-c1cccs1,0,108,2,1,101,104,92,106
COc1ccccc1NS(=O)(=O)c1cc(NC(=O)/C=C/c2cccs2)ccc1N1CCOCC1,-7,101,21,0,103,100,104,105

# Laid out differently: entries from further up.
COc1ccc(CN2CCCCCC2)c(C)c1C
  JMJD2C inh: -10 | AGP1-GFP MLPCN: 93 | VLA-4 inh: 30 | GRK2 aptamer HTS: 1 | LAP4 TOR yeast: 98 | MEP2 TOR yeast: 105 | CIT2-GFP yeast: 91 | RPL19A TOR yeast: 98
CC(C)NC(=O)NC(=O)COC(=O)c1ccccc1O
  JMJD2C inh: -1 | AGP1-GFP MLPCN: ? | VLA-4 inh: -1 | GRK2 aptamer HTS: 0 | LAP4 TOR yeast: ? | MEP2 TOR yeast: ? | CIT2-GFP yeast: ? | RPL19A TOR yeast: ?
CCOc1ccc(OCCOc2cccc(C(F)(F)F)c2)cc1
  JMJD2C inh: ? | AGP1-GFP MLPCN: 97 | VLA-4 inh: 22 | GRK2 aptamer HTS: 2 | LAP4 TOR yeast: 100 | MEP2 TOR yeast: 96 | CIT2-GFP yeast: 95 | RPL19A TOR yeast: 96

# (listing goes on)
Structure,JMJD2C inh,AGP1-GFP MLPCN,VLA-4 inh,GRK2 aptamer HTS,LAP4 TOR yeast,MEP2 TOR yeast,CIT2-GFP yeast,RPL19A TOR yeast
CC(C)[C@H](NC(=O)c1ccc(F)cc1)C(=O)N(C)Cc1cccs1,10,97,10,2,101,102,101,98
COc1cc2c(cc1OC)CN(C(=O)c1ccc(S(=O)(=O)N3CCCC3)cc1)CC2,0,98,4,1,101,86,89,84
CC(OC(=O)CCN=C1NS(=O)(=O)c2ccccc21)C(=O)NCc1ccccc1 (stereo unspecified),-1,107,5,0,105,97,94,98
CCc1ccc(NC(=O)COc2coc(CN3CCN(c4ccccc4)CC3)cc2=O)cc1,-2,110,15,2,113,104,100,102
CCCNC(=O)CCn1cc(-c2ccc(OC)cc2)nc1CCN,-4,107,4,0,98,108,102,102
CCc1ccc(OCC(=O)NNC(=O)c2cc(S(=O)(=O)N(C)C)ccc2N2CCCC2)cc1,3,105,-4,1,101,98,94,99
Nc1ccc(C2(c3ccc(N)cc3)OC(=O)c3ccccc32)cc1,3,106,25,2,96,110,105,104
CC1CCC2(CC1)NC(=O)N(CC(=O)NC(=O)Nc1ccc3c(c1)OCCO3)C2=O (stereo unspecified),2,106,8,0,91,101,83,101
COc1ccc(OCC(=O)Nc2cccc(NC(=O)COc3ccc(OC)cc3)n2)cc1,?,112,-6,0,107,111,103,103
COc1cccc(OC)c1OCCCCCCN1CCN(C)CC1,-7,102,16,0,94,108,107,104
CCOC(=O)C1CCN(C(=O)Cc2c(C(=O)O)n(CC)c3ccccc23)CC1,0,103,3,0,106,100,100,101
Cc1csc(NC(=O)CSc2nncs2)n1,6,112,0,7,107,107,101,102
COc1ccc(N(CC(=O)N/N=C/c2ccco2)S(=O)(=O)c2ccccc2)cc1Cl,25,92,16,0,101,106,101,104
CC(=O)Nc1ccc(NC(=O)CSc2nnc(-c3cccs3)n2C)cc1,-2,98,0,0,90,106,106,104
CC1(C)CC(=O)C=C(C(=O)N2CCCC(C(=O)c3cccc(C(F)(F)F)c3)C2)O1 (stereo unspecified),1,84,-10,0,83,94,87,100
Cc1ccnc(NS(=O)(=O)c2ccc(NC(=O)c3ccc(C)o3)cc2)n1,/,98,10,3,96,103,97,99
CC1(C)CC(=O)C2=C(C1)NC(=O)CC2c1cccc(F)c1 (stereo unspecified),-4,102,5,1,99,96,97,100
Cc1nn(CC(=O)Nc2ccc(C(C)C)cc2)c(C)c1[N+](=O)[O-],10,100,-2,6,94,97,88,97
COc1cccc(NC(=S)Nc2cccc3ccccc23)c1,3,109,-14,0,105,98,113,108
CCN(CC(=O)NCc1cccs1)S(=O)(=O)c1ccc(C(C)C)cc1,0,105,25,0,103,108,107,98
Cc1ccc(CS(=O)(=O)c2nc3c(c(N(C)C)n2)CCCC3)cc1,33,91,-2,0,103,86,84,86
COc1ccc2c(c1)C(C)=CC(C)(C)N2S(=O)(=O)c1ccc(NC(C)=O)cc1,-7,98,19,0,86,98,101,105
O=C(Nc1cccc(C(=O)N2CCCc3ccccc32)c1)c1ccccc1,2,92,3,4,87,100,96,103
Cc1ccc(NC(=O)CSc2nnc(CNC(=O)c3c(F)cccc3Cl)o2)cc1,1&2,100,1,5,99,101,99,98
O=C(c1ccc(Cl)cc1[N+](=O)[O-])N(Cc1ccccc1)Cc1ccccc1,19,102,4,3,99,96,105,99
CCOC(=O)c1cc(C(=O)OCC)c(=O)[nH]c1N1CCCCC1,1,94,-16,2,90,105,101,107
COc1ccc(Nc2ccc(S(=O)(=O)N3CCCCC3)cc2[N+](=O)[O-])cc1,9,102,-9,9,99,102,98,105
O=C(Nc1ncc2c(n1)-c1ccccc1OC2)c1ccccc1Cl,-6,93,10,9,99,97,89,98
Cn1c(Cn2c(=O)sc3ccccc32)nnc1SCC(=O)Nc1cccc(Cl)c1,8,105,-5,0,102,118,101,106
COc1ccc(-c2cc(CNS(=O)(=O)c3ccc(F)cc3)on2)cc1,0,98,-7,1,102,110,107,95
COc1ccccc1OC(C)C(=O)Nc1nc(-c2ccc(S(=O)(=O)N3CCOCC3)cc2)cs1 (stereo unspecified),-13,102,-4,2,108,106,104,108
CC1(C)NC(=O)N(CC(=O)N2CCCC(C(F)(F)F)C2)C1=O (stereo unspecified),1,112,5,2,103,96,103,96
O=C(COc1ccccc1F)Nc1cc(S(=O)(=O)Nc2cccc(Cl)c2)ccc1O,7,114,38,0,107,109,107,110
Cc1cc(NC(=O)c2ccccc2F)on1,-8,105,4,0,100,111,110,111

# High-throughput results: PubChem BioAssay, several laboratories
